MrgX1 allo act – allosterically activates human MrgX1 receptor signaling | Q96LB2 | MrgX1-HEK293, Fluo-4 calcium flux, FDSS; hits give high values | B-score at 10 µM | hit rate 0.63% among 310,000;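 active means plate-corrected calcium response at least 3 library SD above typical, normal starting fluorescence, not activating the receptor alone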;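 further: compound read alongside a low EC10 to EC30 dose of BAM8-22 agonist; peak minus trough fluorescence over baseline measured at the second addition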
TRPC4 block – TRPC4 (mouse) channel inhibition. hit rate 0.39% among 300,000. HEK293 TRPC4beta/mu-opioid, DAMGO-evoked Fluo4 calcium flux; hits give low values. Q9QUQ5. B-score at 10 µM;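 active means B-score over 3 SD under the library average, no early fluorescence shift, positive overall ratio signal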
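Assay system: HEK293 cells with stable TRPC4beta plus mu-opioid receptor expression; Probe or stimulus: DAMGO in two steps, submaximal then maximal; Dosing: single-point compound dosing; Measured by: Fluo4 calcium-dye fluorescence, kinetic read; Read-out basis: B score from integrated Fluo4 fluorescence ratio.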
RGS4 inh – inhibitors of human RGS4. P49798. HEK293 M3R/RGS4 inducible, Fluo-4 calcium flux; hits give high values; triggered by carbachol at its EC20. B-score at 10 µM. hit rate 0.45% among 310,000. AID 463165;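 active means B-score, a plate-corrected calcium signal, over three deviations above library mean, with baseline fluorescence within five deviations of library mean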;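 further: RGS4 expression induced by doxycycline in cells with stable M3 receptor; B-score is computed from the integrated fluorescence ratio over baseline after carbachol; higher B-score means a larger calcium signal and so more RGS4 inhibition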
Target sequence (P49798 whole entry, looked up): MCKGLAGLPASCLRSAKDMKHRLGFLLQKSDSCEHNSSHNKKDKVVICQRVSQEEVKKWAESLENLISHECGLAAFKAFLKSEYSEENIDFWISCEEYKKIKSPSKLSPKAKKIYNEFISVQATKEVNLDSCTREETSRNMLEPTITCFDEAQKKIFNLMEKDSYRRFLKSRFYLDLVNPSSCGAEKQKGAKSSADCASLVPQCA
MrgX1 antagonist – blocks BAM8-22 activation of human MrgX1 receptor. AID 588676. MRGX1-HEK293 calcium flux, Fluo-4, BAM8-22 antagonism; hits give low values. hit rate 1.3% among 310,000. Q96LB2. B-score at 10 µM;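 active means calcium-response B-score plate-corrected more than 3 library SD below zero, starting fluorescence within 5 deviations, no agonist response on first addition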;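 further: peak minus trough fluorescence over baseline after final BAM8-22 challenge near maximal dose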
TRPC4 PAM – allosterically enhances the mouse TRPC4 cation channel. Q9QUQ5. HEK293 TRPC4beta/mu-opioid, DAMGO EC20, Fluo-4 Ca2+ flux; hits give high values. B-score at 10 µM. hit rate 0.42% among 310,000. AID 2227;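 active means B-score of calcium response area above 5 SD of library B-scores, with initial fluorescence ratio within 5 SD of library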;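 further: B-score of integrated fluorescence ratio over time as area under calcium response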
TRPC6 inh – blocks the mouse TRPC6 cation channel; Q61143; hit rate 1.1% among 310,000; B-score at 10 µM; HEK293-TRPC6, membrane potential dye, ACh-evoked depolarization; hits give low values; AID 2553;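 active means B-score under library mean minus 3 SD, initial fluorescence not abnormally high, positive integrated signal ratio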;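 further: B-score derived from integrated fluorescence ratio over the kinetic read; more negative B-score means stronger inhibition of depolarization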
Target sequence (Q61143 whole entry, looked up): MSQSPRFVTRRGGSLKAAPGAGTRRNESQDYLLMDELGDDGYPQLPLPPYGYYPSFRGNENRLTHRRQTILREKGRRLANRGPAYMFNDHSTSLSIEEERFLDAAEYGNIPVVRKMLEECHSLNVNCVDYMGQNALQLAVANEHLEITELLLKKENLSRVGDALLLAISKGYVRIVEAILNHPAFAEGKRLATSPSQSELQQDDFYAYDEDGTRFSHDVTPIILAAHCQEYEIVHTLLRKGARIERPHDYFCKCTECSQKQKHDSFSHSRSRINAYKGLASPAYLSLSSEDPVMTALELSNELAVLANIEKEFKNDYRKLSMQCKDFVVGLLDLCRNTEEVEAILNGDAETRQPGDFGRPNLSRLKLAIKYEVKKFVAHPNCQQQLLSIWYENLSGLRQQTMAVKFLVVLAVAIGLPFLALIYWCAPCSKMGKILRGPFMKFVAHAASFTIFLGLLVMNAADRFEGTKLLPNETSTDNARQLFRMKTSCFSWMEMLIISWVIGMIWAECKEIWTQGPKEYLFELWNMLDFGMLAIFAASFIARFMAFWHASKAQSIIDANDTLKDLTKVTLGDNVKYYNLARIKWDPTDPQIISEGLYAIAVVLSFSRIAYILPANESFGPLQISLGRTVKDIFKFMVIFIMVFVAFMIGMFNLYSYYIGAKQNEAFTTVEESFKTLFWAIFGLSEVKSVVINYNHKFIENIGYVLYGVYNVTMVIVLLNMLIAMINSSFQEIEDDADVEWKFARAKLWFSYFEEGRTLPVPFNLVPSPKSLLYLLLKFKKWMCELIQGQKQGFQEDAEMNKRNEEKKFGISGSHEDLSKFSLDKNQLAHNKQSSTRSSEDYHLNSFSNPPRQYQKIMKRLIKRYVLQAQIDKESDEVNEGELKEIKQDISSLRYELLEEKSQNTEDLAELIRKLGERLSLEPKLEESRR
MrgX1 ag – agonists of human MrgX1 receptor; MrgX1-HEK293 cells, Fluo-4 calcium fluorescence, agonist mode; hits give high values; hit rate 0.44% among 310,000; Q96LB2; B-score at 10 µM;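 active means calcium response B-score plate-corrected fluorescence ratio at least 3 library SD, with starting fluorescence B-score inside 5 SD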
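System: HEK293 cells stably expressing human MrgX1 receptor; Dosing: test compound in the initial addition of three; Schedule: overnight plating, then 30 min 37 °C plus 30 min room-temperature dye loading; Detection: kinetic calcium dye fluorescence, Fluo-4 NW; Controls: per-plate positive and negative controls for Z′ factor.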
ANO1 activ – activates or potentiates the mouse TMEM16A chloride channel. HEK293 TMEM16A/YFP-H148Q/I152L, iodide quench fluorescence; hits give low values. B-score at 10 µM. hit rate 0.3% among 340,000;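 active means fluorescence-ratio B-score plate-corrected deviation score at least 3 library SD below zero, with starting fluorescence score within 5 deviations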;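 further: channel opened by trigger with iodide after compound preincubation; score built on the fluorescence ratio of max minus min over baseline; more negative score means more quench and so TMEM16A activation or potentiation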
TMEM16A inh – inhibitors of mouse TMEM16A calcium-activated chloride channel | HEK293 TMEM16A/YFP iodide influx fluorescence, ionomycin | AID 588511 | hit rate 1.2% among 310,000 | normalized B-score (activity score, 25-100; higher = stronger inhibition) at 10 µM | Q8BHY3;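 active means ratio plate-corrected score three or more library SD toward inhibition, starting fluorescence score within five deviations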;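 further: score derived from kinetic fluorescence span divided by baseline fluorescence per well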
TRPC6 act – mouse TRPC6 channel activation. HEK293-TRPC6 membrane potential dye fluorescence; hits give high values. Q61143. hit rate 0.13% among 310,000. AID 2550. B-score at 10 µM;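 active means B-score of the integrated fluorescence ratio above library mean plus 3 SD, and starting fluorescence ratio within library mean plus 5 SD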;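 further: higher score means more depolarization so channel activation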
TRPC4 agonist – activators of mouse TRPC4 channel | hit rate 0.49% among 310,000 | AID 2237 | Q9QUQ5 | B-score at 10 µM | HEK293 TRPC4beta/mu-opioid, Fluo4 calcium fluorescence; hits give high values;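 active means B-score above 5 SD of library B-scores, and initial fluorescence ratio not above library mean plus 5 SD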;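 further: positive B-score marks a calcium rise read as TRPC4 activation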
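Technique: kinetic Fluo4 calcium fluorescence; Test system: TRPC4beta and mu-opioid receptor HEK293 stable cells; Measure: B-scored integrated calcium fluorescence ratio; Benchmarks: low control buffer alone, high control maximal DAMGO; Schedule: 45 min room-temperature Fluo4 loading, 110 s read.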
Calls only.

Screening O=C(OCc1cc2ccccc2[nH]c1=O)C1CCCO1 (stereo not given) returned MrgX1 allo act inactive, TRPC4 block inactive, RGS4 inh inactive, MrgX1 antagonist inactive, TRPC4 PAM inactive, TRPC6 inh inactive, MrgX1 ag inactive, ANO1 activ inactive, TMEM16A inh inactive, TRPC6 act inactive and TRPC4 agonist inactive.
Cc1c(C(=O)NCCCN2CCCCC2)oc2ccc3c(c12)C(O)CC1(CCCCC1)O3 (stereo not given) was read as MrgX1 allo act inactive, TRPC4 block inactive, RGS4 inh inactive, MrgX1 antagonist inactive, TRPC4 PAM inactive, TRPC6 inh inactive, MrgX1 ag inactive, ANO1 activ inactive, TMEM16A inh inactive, TRPC6 act inactive and TRPC4 agonist inactive.
For COc1ccc(/C=N/NC(=O)c2ccccc2OC)cc1COc1ccccc1[N+](=O)[O-] the results were MrgX1 allo act inactive, TRPC4 block inactive, RGS4 inh inactive, MrgX1 antagonist inactive, TRPC4 PAM inactive, TRPC6 inh inactive, MrgX1 ag inactive, ANO1 activ inactive, TMEM16A inh inactive, TRPC6 act inactive and TRPC4 agonist inactive.
Screening CCCCN(CCCC)C(=S)NC(=O)c1ccccc1Cl returned MrgX1 allo act inactive, TRPC4 block inactive, RGS4 inh inactive, MrgX1 antagonist inactive, TRPC4 PAM inactive, TRPC6 inh inactive, MrgX1 ag inactive, ANO1 activ inactive, TMEM16A inh inactive, TRPC6 act inactive and TRPC4 agonist inactive.
`O=C1CSC(c2ccccn2)N1c1ccc(C(F)(F)F)cc1` (stereo not given) gave MrgX1 allo act inactive, TRPC4 block inactive, RGS4 inh inactive, MrgX1 antagonist inactive, TRPC4 PAM inactive, TRPC6 inh inactive, MrgX1 ag inactive, ANO1 activ inactive, TMEM16A inh inactive, TRPC6 act inactive and TRPC4 agonist inactive.
Screening CC(c1ccccn1)N(C)C(=O)c1ccc2nc(Cc3cccc(Cl)c3)oc2c1 (stereo not given) returned MrgX1 allo act inactive, TRPC4 block inactive, RGS4 inh inactive, MrgX1 antagonist inactive, TRPC4 PAM inactive, TRPC6 inh inactive, MrgX1 ag inactive, ANO1 activ inactive, TMEM16A inh inactive, TRPC6 act inactive and TRPC4 agonist inactive.
For Cc1ccc(C)c(-n2c(-c3ccncc3)n[nH]c2=S)c1 the results were MrgX1 allo act inactive, TRPC4 block inactive, RGS4 inh inactive, MrgX1 antagonist inactive, TRPC4 PAM inactive, TRPC6 inh inactive, MrgX1 ag inactive, ANO1 activ inactive, TMEM16A inh inactive, TRPC6 act inactive and TRPC4 agonist inactive.
For COc1ccc(O)c(C(=O)c2cc(C(=O)NCCc3ccccc3)c(=O)n(CCc3ccccc3)c2)c1 the results were MrgX1 allo act inactive, TRPC4 block inactive, RGS4 inh inactive, MrgX1 antagonist inactive, TRPC4 PAM inactive, TRPC6 inh inactive, MrgX1 ag inactive, ANO1 activ inactive, TMEM16A inh inactive, TRPC6 act inactive and TRPC4 agonist inactive.
For O=C(CN1CCCCC1)NNC(=O)c1cccc(Br)c1 the results were MrgX1 allo act inactive, TRPC4 block inactive, RGS4 inh inactive, MrgX1 antagonist inactive, TRPC4 PAM inactive, TRPC6 inh inactive, MrgX1 ag inactive, ANO1 activ inactive, TMEM16A inh inactive, TRPC6 act inactive and TRPC4 agonist inactive.
`O=C(CSc1nc(-c2ccccc2)cs1)Nc1nccs1` gave MrgX1 allo act inactive, TRPC4 block inactive, RGS4 inh inactive, MrgX1 antagonist inactive, TRPC4 PAM inactive, TRPC6 inh inactive, MrgX1 ag inactive, ANO1 activ inactive, TMEM16A inh inactive, TRPC6 act inactive and TRPC4 agonist inactive.
Screening Cc1cccc(N2CCN(C(=O)COc3ccc4c(C)cc(=O)oc4c3C)CC2)c1C returned MrgX1 allo act inactive, TRPC4 block inactive, RGS4 inh inactive, MrgX1 antagonist inactive, TRPC4 PAM inactive, TRPC6 inh inactive, MrgX1 ag inactive, ANO1 activ inactive, TMEM16A inh inactive, TRPC6 act inactive and TRPC4 agonist inactive.
For CCC(C)[C@H](NC(=O)NCc1cccnc1)C(=O)OC (stereo not given in full) the results were MrgX1 allo act inactive, TRPC4 block inactive, RGS4 inh inactive, MrgX1 antagonist inactive, TRPC4 PAM inactive, TRPC6 inh inactive, MrgX1 ag inactive, ANO1 activ inactive, TMEM16A inh inactive, TRPC6 act inactive and TRPC4 agonist inactive.
Screening CC(C)CCn1c(O)c(N=NC(=O)Cn2ccc(C(F)(F)F)n2)c2ccccc21 returned MrgX1 allo act inactive, TRPC4 block inactive, RGS4 inh inactive, MrgX1 antagonist inactive, TRPC4 PAM inactive, TRPC6 inh inactive, MrgX1 ag inactive, ANO1 activ inactive, TMEM16A inh inactive, TRPC6 act inactive and TRPC4 agonist inactive.
`Cc1ccc(NC(=S)N2CC(C)OC(C)C2)cc1C` (stereo not given) gave MrgX1 allo act inactive, TRPC4 block inactive, RGS4 inh inactive, MrgX1 antagonist inactive, TRPC4 PAM inactive, TRPC6 inh inactive, MrgX1 ag inactive, ANO1 activ inactive, TMEM16A inh inactive, TRPC6 act inactive and TRPC4 agonist inactive.
`COc1ccc(NC(=O)CCCn2cnc3ccccc3c2=O)c(OC)c1` gave MrgX1 allo act inactive, TRPC4 block inactive, RGS4 inh inactive, MrgX1 antagonist inactive, TRPC4 PAM inactive, TRPC6 inh inactive, MrgX1 ag inactive, ANO1 activ inactive, TMEM16A inh inactive, TRPC6 act inactive and TRPC4 agonist inactive.
Screening COc1ccc(NC(=O)c2ccc(Br)c(S(=O)(=O)N3CCOCC3)c2)cc1 returned MrgX1 allo act inactive, TRPC4 block inactive, RGS4 inh inactive, MrgX1 antagonist inactive, TRPC4 PAM inactive, TRPC6 inh inactive, MrgX1 ag inactive, ANO1 activ inactive, TMEM16A inh inactive, TRPC6 act inactive and TRPC4 agonist inactive.
COc1ccc(-c2nc(CN3CCCCC3c3nccn3C)c(C)o2)c(C)c1C (stereo not given) was read as MrgX1 allo act inactive, TRPC4 block inactive, RGS4 inh inactive, MrgX1 antagonist inactive, TRPC4 PAM inactive, TRPC6 inh inactive, MrgX1 ag inactive, ANO1 activ inactive, TMEM16A inh inactive, TRPC6 act inactive and TRPC4 agonist inactive.
Screening CCOC(=O)CSc1nc2nc(C)cc(C)n2n1 returned MrgX1 allo act inactive, TRPC4 block inactive, RGS4 inh inactive, MrgX1 antagonist inactive, TRPC4 PAM inactive, TRPC6 inh inactive, MrgX1 ag inactive, ANO1 activ inactive, TMEM16A inh inactive, TRPC6 act inactive and TRPC4 agonist inactive.
`COc1ccccc1C(=O)NNC(=O)C(=O)Nc1ccc(C)c(Cl)c1` gave MrgX1 allo act inactive, TRPC4 block inactive, RGS4 inh inactive, MrgX1 antagonist inactive, TRPC4 PAM inactive, TRPC6 inh inactive, MrgX1 ag inactive, ANO1 activ inactive, TMEM16A inh inactive, TRPC6 act inactive and TRPC4 agonist inactive.
`NC(=S)N/N=C\c1c(OCc2ccccc2Cl)ccc2ccccc12` gave MrgX1 allo act inactive, TRPC4 block inactive, RGS4 inh inactive, MrgX1 antagonist inactive, TRPC4 PAM inactive, TRPC6 inh inactive, MrgX1 ag inactive, ANO1 activ inactive, TMEM16A inh inactive, TRPC6 act inactive and TRPC4 agonist inactive.
CN(C)/C=C1/C=C(C=O)OC1=O was read as MrgX1 allo act inactive, TRPC4 block inactive, RGS4 inh inactive, MrgX1 antagonist inactive, TRPC4 PAM inactive, TRPC6 inh inactive, MrgX1 ag inactive, ANO1 activ inactive, TMEM16A inh inactive, TRPC6 act inactive and TRPC4 agonist inactive.
For CC(=O)N1CCc2cc(NS(=O)(=O)c3cccs3)ccc21 the results were MrgX1 allo act inactive, TRPC4 block inactive, RGS4 inh inactive, MrgX1 antagonist inactive, TRPC4 PAM inactive, TRPC6 inh inactive, MrgX1 ag inactive, ANO1 activ inactive, TMEM16A inh inactive, TRPC6 act inactive and TRPC4 agonist inactive.
O=C(Nc1nccs1)c1ccc(N2CCOCC2)c([N+](=O)[O-])c1 was read as MrgX1 allo act inactive, TRPC4 block inactive, RGS4 inh inactive, MrgX1 antagonist inactive, TRPC4 PAM inactive, TRPC6 inh inactive, MrgX1 ag inactive, ANO1 activ inactive, TMEM16A inh inactive, TRPC6 act inactive and TRPC4 agonist inactive.
CC(=O)Nc1ccc2nc(NC(=O)COc3ccc(C)cc3)sc2c1 was read as MrgX1 allo act inactive, TRPC4 block inactive, RGS4 inh inactive, MrgX1 antagonist inactive, TRPC4 PAM inactive, TRPC6 inh inactive, MrgX1 ag inactive, ANO1 activ inactive, TMEM16A inh inactive, TRPC6 act inactive and TRPC4 agonist inactive.
Screening O=C1/C(=C/c2ccc(O)cc2)COc2ccccc21 returned MrgX1 allo act inactive, TRPC4 block inactive, RGS4 inh inactive, MrgX1 antagonist inactive, TRPC4 PAM inactive, TRPC6 inh inactive, MrgX1 ag inactive, ANO1 activ inactive, TMEM16A inh inactive, TRPC6 act inactive and TRPC4 agonist inactive.
Screening O=C(CNc1cccc(C(F)(F)F)c1)N/N=C/C1CCCCC1 returned MrgX1 allo act inactive, TRPC4 block inactive, RGS4 inh inactive, MrgX1 antagonist inactive, TRPC4 PAM inactive, TRPC6 inh inactive, MrgX1 ag inactive, ANO1 activ inactive, TMEM16A inh inactive, TRPC6 act inactive and TRPC4 agonist inactive.
Screening O=C(c1cc(-c2cccc(O)c2)on1)N1CCCCCC1 returned MrgX1 allo act inactive, TRPC4 block inactive, RGS4 inh inactive, MrgX1 antagonist inactive, TRPC4 PAM inactive, TRPC6 inh inactive, MrgX1 ag inactive, ANO1 activ inactive, TMEM16A inh inactive, TRPC6 act inactive and TRPC4 agonist inactive.
`CCOc1cc(N2CCOCC2)c(OCC)cc1NCC(=O)N1CCN(Cc2ccccc2)CC1` gave MrgX1 allo act inactive, TRPC4 block inactive, RGS4 inh inactive, MrgX1 antagonist inactive, TRPC4 PAM inactive, TRPC6 inh inactive, MrgX1 ag inactive, ANO1 activ inactive, TMEM16A inh inactive, TRPC6 act inactive and TRPC4 agonist inactive.

Screening results (PubChem BioAssay)
